# Source: PubChem
# PTAP TSG101 blk = blocks PTAP/TSG101 interaction to inhibit HIV-1 budding | Q99816 | Fluorescence polarization, FITC-PTAP peptide / Tsg101 binding | Potency, µM (series often up to 115 µM), inactives show top-dose activity change, negative = inhibition, actives largely listed as inhibitors | 340,000 tested, under 10 active | AID 493005; active means well fitted inhibition curve with a large enough effect in the main read-out, with a control signal flat, not every such curve was filed as active; inconclusive means small, poorly fitted or top-dose-only effect, or effect the other way, or a change in a side signal; inactive means no such curve, though single readings can be large or run the other way; further: potency means the concentration at half of the fitted maximal effect; % of control where 0% means no effect
#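 Compounds were pin-transferred onto Tsg101 binding domain (10 uM final) in HEPES pH 7.5 buffer, then FITC-PTAP peptide was added at 50 nM final. After 20 min at RT, polarization reported peptide displacement across a qHTS concentration series.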
# B2AR arrestin = recruits beta-arrestin to the human beta2-adrenergic receptor | P07550 | beta-arrestin recruitment to beta2AR, cell-based reporter | Potency, µM (series often up to 46.1 µM), for inactives: at the top dose activation, hits mostly activators | 330,000 tested, 0.02% active | AID 492947;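 further: potency means the concentration at half of the fitted maximal effect; 0% = DMSO controls and full agonism = EC100 isoproterenol or metaproterenol; nearly all actives have a fitted effect of over 65% in size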
# Target sequence (P07550 whole entry, looked up): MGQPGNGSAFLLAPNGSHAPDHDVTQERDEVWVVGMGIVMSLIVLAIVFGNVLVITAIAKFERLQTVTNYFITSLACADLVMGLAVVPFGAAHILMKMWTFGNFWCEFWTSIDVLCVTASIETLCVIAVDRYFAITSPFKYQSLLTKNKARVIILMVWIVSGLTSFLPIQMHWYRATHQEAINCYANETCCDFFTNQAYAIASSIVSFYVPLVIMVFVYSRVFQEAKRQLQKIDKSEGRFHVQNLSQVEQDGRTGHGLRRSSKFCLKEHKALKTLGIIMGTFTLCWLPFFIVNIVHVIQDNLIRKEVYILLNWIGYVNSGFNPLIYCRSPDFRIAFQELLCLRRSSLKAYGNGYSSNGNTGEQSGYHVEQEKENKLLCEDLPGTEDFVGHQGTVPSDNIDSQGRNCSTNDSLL
# ELG1 genotoxic = induces genotoxicity in HEK293T cells with luciferase-tagged ELG1 | HEK293T ELG1-luciferase reporter, luminescence, 16 h | Potency, µM (titrated, usually from 46 µM), without a hit: top-dose activity change, positive = activation, actives largely listed as activators | 330,000 tested, 1.3% active; further: potency means the concentration at half of the fitted maximal effect; % of control where 0% means no effect; nearly all actives have a fitted effect of over 60% in size
#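 Cells (2,000/well) expressing the ELG1-luciferase fusion are dosed by pin tool and kept 16 hr at 37 °C, 5% CO2. Signal comes from ONE-Glo luciferase reagent after 30 min at room temperature.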
# Integrin act MD = integrin-mediated muscular dystrophy alleviation activation; alpha7betagal myoblasts, beta-gal FDG fluorescence, 48 h; Potency, µM (doses to about 38.3 µM), without a hit: at the top dose activation, most hits filed as activators; 350,000 tested, 0.064% active; AID 624291;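 further: potency means the concentration at half of the fitted maximal effect; 100% = response of the positive control SU9516; nearly all actives have a fitted effect of over 60% in size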
#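 alpha7betagal+/- myoblasts (passage 13, 250/well) treated 48 h at 37C with compounds at 1:260 dilution of DMSO stock. Lysed, then beta-galactosidase activity read as FDG fluorescence (ex 480/em 540) after 30 min, with pre-read for autofluorescence.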
# S-ASM inh = human S-ASM enzyme inhibition; P17405; placental ASM, HMU-PC fluorogenic substrate, 60 min; Potency, µM (series often up to 57.5 µM), inactives show at the top dose activity change, negative = inhibition, usual class: inhibitors; 340,000 tested, 0.006% active; AID 504937; further: potency means the concentration at half of the fitted maximal effect
#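 Fluorogenic HMU-PC substrate (9 uM final) is turned over by placental ASM in 60 min at 37 C after a 10 min compound preincubation. Reaction ended by alkaline stop (pH 10), with fluorescence read at 386/447 nm.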
# Eya2 inh = blocks the phosphatase activity of human Eya2; O00167; recombinant Eya2, OMFP fluorescence dephosphorylation (OMFP is methylfluorescein phosphate); Potency, µM (titrated, usually from 76.9 µM), without a hit: at the highest dose activity, negative = inhibition, usual class: inhibitors; 330,000 tested, 0.006% active; further: potency means the concentration at half of the fitted maximal effect; on the % scale 0 is the no-effect control and ±100 the full control effect
# Target sequence (O00167 whole entry, looked up): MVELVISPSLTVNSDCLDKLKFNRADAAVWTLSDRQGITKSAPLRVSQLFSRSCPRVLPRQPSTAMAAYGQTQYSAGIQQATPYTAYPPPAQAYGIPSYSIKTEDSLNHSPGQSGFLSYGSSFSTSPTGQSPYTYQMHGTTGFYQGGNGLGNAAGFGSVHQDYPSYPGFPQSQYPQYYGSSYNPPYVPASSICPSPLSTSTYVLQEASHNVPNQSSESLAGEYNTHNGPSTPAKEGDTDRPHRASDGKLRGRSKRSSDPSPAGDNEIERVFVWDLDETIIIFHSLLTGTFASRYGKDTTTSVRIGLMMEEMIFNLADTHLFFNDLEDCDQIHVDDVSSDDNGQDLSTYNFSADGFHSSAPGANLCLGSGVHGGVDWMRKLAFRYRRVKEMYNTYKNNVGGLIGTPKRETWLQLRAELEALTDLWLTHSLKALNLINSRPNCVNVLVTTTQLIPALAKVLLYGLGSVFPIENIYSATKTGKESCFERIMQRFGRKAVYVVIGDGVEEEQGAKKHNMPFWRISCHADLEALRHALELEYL
#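 Eya2 protein (added as 0.2 uM solution) was preincubated with compound for 10 min at ambient temperature in 50 mM HEPES pH 7.5, 50 mM NaCl, 5 uM MgCl2, 0.05% BSA, 1 mM DTT. OMFP (added at 50 uM) then reacted 10 min; fluorescence read at 485/525 nm.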
# p53 reactivator = re-activators of mutant p53 | H1299 p53-A138V BP100-luciferase reporter, luminescence, 24 h | Potency, µM (titrated, usually from 92.2 µM), for the others: at the highest dose activity change, positive = activation, hits mostly activators | 320,000 tested, 0.063% active | AID 504706; further: potency means the concentration at half of the fitted maximal effect; % of control where 0% means no effect; nearly all actives have a fitted effect of over 45% in size
#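 H1299 (p53-null), stable ts p53-A138V + BP100-Luc; 1000 cells/well, Opti-MEM/10% FBS; cpd 4 pt, 1:5; 24 h, 37 deg C, 5% CO2; detection reagent 10 min RT; luminescence.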
# USP2a inh = blocks human ubiquitin-specific protease USP2a. O75604. USP2 core, Ub-CHOP2 coupled fluorogenic reporter, 485/531. Potency, µM (titrated, usually from 38.3 µM), for the others: at the top dose activity change, negative = inhibition, most hits filed as inhibitors. 330,000 tested, 0.01% active. AID 463254;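 further: potency means the concentration at half of the fitted maximal effect; plate controls were DMSO wells for no effect and full inhibition by NEM control for full effect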
#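 Deubiquitinase activity read as fluorescence (485/531 nm) after Ub-CHOP2 cleavage activates the enterokinase reporter on its substrate; USP2 core 10nM, Ub-CHOP2 and substrate 25nM each, 30min compound preincubation then 60min RT; data normalized to NEM, curves fitted.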
# BRCA1 expr act = activators of BRCA1 expression; AID 624202; Potency, µM (top dose mostly 46.1 µM), without a hit: at the top dose activation, most hits filed as activators; MCF7-BRCA1-FFLuc reporter, luminescence, 48 h; response scale: scaled: vehicle 0%, 10 µM genistein 100%; 380,000 tested, 1.1% active; further: potency means the concentration at half of the fitted maximal effect; nearly all actives have a fitted effect of over 80% in size; some results filed as inactive show a strong effect at the top dose
#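 MCF7-BRCA1-FFLuc, 2000 cells/well; 2 h attach, 37 °C/5% CO2; compound 48 h; luciferase substrate 15 min; luminescence end-point. Norm. to genistein 10 microM max activation and DMSO; concentration-response curves fitted.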
# TRPV1 ag = activates the human vanilloid receptor TRPV1; Q8NER1; TRPV1-expressing cells, Fluo-8 calcium influx, agonist mode; activation, % at 8.33 µM; 320,000 tested, 0.19% active; in the data active means activation above about 80%; inconclusive means between about 30% and that limit; further: 0% is about no effect
#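 Fluo-8 calcium influx in TRPV1-expressing cells, kinetic read (ex 480/em 520 nm). Compound added and read 3 min for agonist activity, followed by capsaicin at EC20 final and 2 min further read for enhancement.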
# uPA surface inh = cell surface uPA generation inhibition | Potency, µM (highest dose often 38.3 µM), for inactives: at the highest dose activity change, negative = inhibition, usual class: inhibitors | cell surface uPA generation assay, qHTS | 330,000 tested, 0.31% active; active means well fitted inhibition curve with a large enough effect; inconclusive means small, poorly fitted or top-dose-only effect; inactive means no such curve, though single readings can be large or run the other way; tested in mouse RAW 264.7 cells; further: potency means the concentration at half of the fitted maximal effect; on the % scale 0 is the no-effect control and ±100 the full control effect; nearly all actives have a fitted effect of over 55% in size
# * hit, by the source's call; i = inactive; ? = inconclusive; . = not tested or not shown; & = joins results of further samples; [ ] = remark or other dose. Unless noted, the call rests on the fitted dose curve; in most records, active means well fitted curve in the direction sought with a large enough effect; inconclusive means small, poorly fitted or top-dose-only effect, or another doubt; inactive means no such curve, though single readings can be large; an effect the other way counts as inactive or inconclusive. Hits appear at their usual frequency. About 2.6% of those tested had a hit in this group.
SMILES,PTAP TSG101 blk,B2AR arrestin,ELG1 genotoxic,Integrin act MD,S-ASM inh,Eya2 inh,p53 reactivator,USP2a inh,BRCA1 expr act,TRPV1 ag,uPA surface inh
CSC1=N/C(=C\c2ccccc2F)C(=O)S1,1%,-4.6%,0%,0%,1%,20%,-2%,0%,16%,5,-10%
COc1ccc(OCC(CO)N2CCN(c3ccccc3)CC2)cc1 (configuration not stated),-1%,.,.,7%,3%,.,.,.,-6%,.,3%
COc1ccc(NC(=O)CSCC(=O)Nc2ccc(S(=O)(=O)N3CCOCC3)cc2)cc1,-2%,-0.7%,5%,-3%,1%,24%,1%,-1%,-25%,0,?
Cc1sc2c(c1C)C(=O)/C(=C\Nc1ccncc1)S(=O)(=O)N2C,-4%,0.5%,-6%,12%,-2%,3%,1%,-11%,15%,-1,-1%
CS(=O)(=O)Nc1ccc(C2=NN(S(=O)(=O)c3ccc(F)cc3)C(c3ccco3)C2)cc1 (configuration not stated),-7%,-0.2%,-8%,-22%,-3%,-4%,-1%,0%,-27%,7,?
Cc1cc(C)nc(N/N=C/c2c[nH]c3ccccc23)n1,-8%,0.0%,5%,-32%[inhibitor],-1%,4%,6%,9%,-51%,1,-7%
O=C(CSc1ccccc1C(=O)O)NCc1ccco1,-11%,-0.3%,0%,2%,4%,-2%,4%,4%,27%,-3,2%
CCOC(=O)C(Cc1ccccc1)(Cc1ccccc1)C(C)=O,-4%,0.4%,-4%,8%,4%,-14%,-4%,5%,-10%,?,-5%
COc1ccc(COC(=O)c2cccc(S(=O)(=O)N3CCN(C(C)=O)CC3)c2)cc1,-7%,-0.5%,-1%,0%,1%,8%,2%,3%,3%,4,-19%
CC[C@H](C)[C@@H](C(=O)N1CCNCC1)n1cc([C@@H](N)CC(C)C)nn1,0%,0.5%,-2%,19%,4%,10%,3%,-1%,-7%,2,-1%
COc1ccc(-c2nc(N)n(C(=O)c3ccccc3Cl)n2)cc1,-2%,-0.2%,5%,26%,-9%,2%,9%,-1%,19%,7,-7%
Cc1ccc(CNC(=O)[C@@H](NC(=O)C2CCN(C(=O)[C@@H](N)CC(C)C)CC2)C(C)C)cc1,0%,-1.0%,4%,32%,-4%,13%,.,2%,7%,-3,2%
CSCc1c(C(=O)Nc2ccc(N3CCOCC3)cc2)oc2ccccc12,0%,-0.3%,5%,6%,4%,1%,0%,-1%,13%,-15,5%
CCc1c(O)nc(SCC(=O)Nc2ccccc2)n(C(C)CC)c1=O (configuration not stated),0%,0.3%,6%,-22%,-1%,3%,8%,4%,0%,0,2%
CCOc1ccc(CN2CCN(C(=O)c3cccc4ccccc34)CC2)cc1,-3%,0.1%,-2%,-1%,4%,1%,.,1%,-24%,18,3%
O=C(CN1C(=O)S/C(=C\c2cccc(Cl)c2)C1=O)NCCCn1ccnc1,-1%,0.3%,4%,1%,0%,-4%,2%,-1%,-9%,2,11%
NC(=O)CCC(NC(=S)Nc1ccccc1)C(=O)O (configuration not stated),-1%,9.8%,1%,19%,8%,-6%,-1%,0%,1%,4,2%
Cc1ccoc1C(=O)NCCCNC(=O)c1occc1C,-3%,-0.5%,5%,-13%,-3%,-3%,0%,3%,0%,2,-5%
Cn1c(CC(=O)Nc2ccccc2C(F)(F)F)c(Sc2ccccc2)c2ccccc21,-2%,0.3%,5%,-13%,-5%,6%,-9%,0%,-19%,4,-5%
O=C(CNC(=O)c1ccccc1F)N/N=C/c1cc(Br)ccc1OC(=O)/C=C/c1ccco1,-1%,-0.2%,?,-14%,-1%,1%,?,1%,-55%,2,-7%
O=Cc1ccc2noc(-c3ccc(Cl)cc3)c2c1,0%,-0.4%,?,5%,66%[activator],-22%,17%,-1%,-9%,3,-4%
Cc1csc(NC(=O)CCc2ccc(S(=O)(=O)N3CCOCC3)cc2)n1,-1%,-0.1%,-5%,-13%,10%,-13%,-1%,4%,15%,0,-3%
COc1ccc(CCNC(C)C(=O)Nc2ccc(S(N)(=O)=O)cc2)cc1 (configuration not stated),-3%,0.3%,-1%,6%,6%,9%,-4%,0%,0%,10,7%
CCCCSc1nc2c(c(=O)n1CC)SC(C)C2 (configuration not stated),0%,0.0%,26%,-16%,1%,-21%,5%,0%,-25%,?,-2%
O=CN(c1ccccc1)c1ccc2ccccc2c1,2%,0.2%,-1%,-2%,1%,1%,3%,-1%,29%,7,6%

# Later entries.
SMILES,PTAP TSG101 blk,B2AR arrestin,ELG1 genotoxic,Integrin act MD,S-ASM inh,Eya2 inh,p53 reactivator,USP2a inh,BRCA1 expr act,TRPV1 ag,uPA surface inh
COc1cnc(-c2cccc(C(F)(F)F)c2)[nH]c1=O,-3%,-0.5%,1%,-21%,3%,10%,-1%,0%,-1%,-2,0%
CCCCCNC(=O)Cn1c(=O)c2c(ncn2CC(C)C)n(Cc2ccccc2)c1=O,-1%,0.1%,-5%,-55%[inhibitor],3%,-9%,0%,-1%,-23%,3,-2%
CC(=O)Oc1ccc2cc(-c3nc4ccccc4n3C)c(=O)oc2c1,-11%,0.2%,?,-2%,i,7%,?,2%,92%,-4,-16%
CCCC[C@H]1COCCS(=O)(=O)N1Cc1cccc(F)c1,4%,0.5%,-2%,2%,0%,-3%,4%,-1%,6%,6,-11%
Cc1cccc(NS(=O)(=O)c2ccc3c(c2)CCC(=O)N3)c1,0%,-0.3%,3%,-8%,0%,?,-2%,-1%,-2%&-7%,1,3%
CCN(CCCNC(=O)COc1cc(=O)n(CC)c2ccccc12)Cc1ccccc1,-2%,0.2%,?,8%,0%,22%,-10%,2%,-53%,0,-7%
CCn1c(=O)c2sccc2n(Cc2cccc(C)c2)c1=O,-3%,-0.3%,1%,-32%,-1%,-4%,.,1%,-9%,-3,-2%
Cc1cc(C)c2c(=O)cc(C(F)(F)F)oc2n1,-1%,-1.2%,4%,1%,-3%,-1%,1%,1%,7%,1,7%
O=C(CO/N=C/c1ccccc1)N1c2ccccc2Oc2ccccc21,0%,0.3%,-3%,-9%,-2%,2%,16%,0%,-1%,11,0%
CCC(C)(C)c1ccc(OCCCC[n+]2ccccc2)c(C(C)(C)CC)c1,-1%,-0.4%,-8%,?,-19%,-15%,-9%,1%,-63%,11,11µM*
CC1CN(C(=O)CCC(=O)NCc2ccccn2)c2ccccc2O1 (configuration not stated),0%,0.0%,1%,2%,1%,-15%,1%,2%,-2%,1,-5%
Cc1ccc(S(=O)(=O)NC2CCCC2)cc1C,-3%,-0.1%,-1%,20%,2%,2%,-1%,3%,-3%,3,2%
COc1cc(/C=N/NC(=O)c2ccc(Cl)cc2)ccc1OCC(=O)N1CC(C)OC(C)C1 (configuration not stated),0%,-0.2%,-12%,-449%[inhibitor],0%,10%,-2%,0%,-7%,2,.
C=CCn1c(SCC(=O)c2ccc(CNC(C)=O)o2)nc2scc(C3CC3)c2c1=O,-2%,-0.1%,2%,21%,-3%,11%,-5%,-4%,-33%,?,2%
C=C(Br)CN1CCN(CC(=C)Br)CC1,-5%,0.0%,2%,-18%,-2%,3%,10%,0%,4%,0,-1%
NC(=O)c1cc(S(=O)(=O)N2CCN(c3ccc([N+](=O)[O-])cc3)CC2)cs1,-6%,-1.1%,-8%,?,?,-3%,0%,0%,-14%,1,-2%
OCCN(CCO)c1nc2ccccc2[nH]1,-8%,-0.3%,-2%,6%,4%,12%,0%,-1%,-17%,-5,2%
Nc1cccc2c(=O)[nH][nH]c(=O)c12,-2%,.,.,1%,1%,.,.,.,-20%,.,-1%
Cc1nccc(-c2cc(-c3ccc(Cl)cc3Cl)no2)n1,-4%,0.0%,?,21%,-3%,-3%,?,8%,?,.,-6%
CCN(C1CCCCC1)S(=O)(=O)CCNC(=O)c1ccc2c(c1)OCO2,-6%,-1.9%,1%,7%,-4%,12%,-8%,1%,-32%,10,1%
Cc1ccc(NC(=O)CN2CCCCC2)c2c1CC(C)(C)O2,-5%,-0.2%,1%,10%,-3%,9%,0%,4%,-1%,?,10%
CCN(CC)C(=O)c1csc(Nc2ccc(C)cc2)n1,-2%,-1.0%,0%,-23%,-1%,3%,?,0%,12%,23,4%
O=C1C(Cc2ccccc2)Nc2ncnc(N3CCN(c4ccccc4)CC3)c2N1Cc1ccc(Br)cc1 (configuration not stated),-1%,0.4%,0%,-34%,-11%,1%,-4%,0%,-51%&-38%,.,-23%
